Screening results as filed in PubChem BioAssay.
A350 autofl: qHTS Assay for Spectroscopic Profiling in A350 Spectral Region. Compound autofluorescence, 340/450 nm, Alexa 350 dye-equivalents; hits give high values. actives 11% (n = 59,000). AID 590, 2007. max dye-equivalent concentration, M; in the data active means max dye-equivalent concentration above about 10 nM; inconclusive means mostly about 1.1 nM to 9.6 nM
Hsp90 Hop PPI: qHTS Assay for Disrupters of an Hsp90 Co-Chaperone Interaction; Hsp90 C-terminal peptide / TPR2A (Hop) interaction, human; AlphaScreen TPR2A-His6 binding biotin-Hsp90 C-terminal peptide; Potency, µM (highest dose often 57 µM), for the others: top-dose activity change, negative = inhibition; actives 0.44% (n = 71,000); AID 595, 2007; active means well fitted curve in either direction with a large enough effect; inconclusive means small, poorly fitted or top-dose-only effect, or another doubt; further: potency means the concentration at half of the fitted maximal effect; on the % scale 0 is the no-effect control and ±100 the full control effect; many of its hits are not listed in these tables
HBB splicing: qHTS Assay for Modulators of Hemoglobin Beta Chain Splicing. HBB splicing reporter cell assay, activation; EGFP reporter with mutant IVS2-654 intron; response scale: normalised to 500 nM splice-correcting PNA. actives 0.06% (n = 65,000). Potency, µM (top dose mostly 46.1 µM), for the others: at the highest dose activation, actives largely listed as activators; further: potency means the concentration at half of the fitted maximal effect; 0% is about no effect
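HeLa cells stably expressing EGFP interrupted by mutant beta-globin intron 2 (IVS2-654), 500/well in 2% FCS. Treated with compound for 2 days at 37C. Splicing correction scored as total well GFP intensity (488 nm excitation, 500-520 nm emission); 500 nM antisense PNA served as control.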
4-MU autofl: qHTS Assay for Spectroscopic Profiling in 4-MU Spectral Region | compound autofluorescence, 340/450 nm, 4-MU equivalents; hits give high values | max dye-equivalent concentration, M | actives 11% (n = 59,000) | AID 589, 2007; in the data active means max dye-equivalent concentration above about 10 nM; inconclusive means mostly about 1.1 nM to 9.6 nM
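Compounds in 100 mM Tris, pH 8.0, incubated 15 min at room temperature, then fluorescence read at 340 nm excitation/450 nm emission. Signal converted to 4-MU dye-equivalent concentration using an on-plate six-point 4-MU standard curve.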
Pol III holo inh: qHTS Assay for Inhibitors of DNA Polymerase III Holoenzyme System; reconstituted DNA polymerase III holoenzyme replication, biochemical; Potency, µM (series often up to 57.1 µM), for the others: top-dose activity change, negative = inhibition; actives 0.25% (n = 71,000); AID 603, 2007; further: potency means the concentration at half of the fitted maximal effect; on the % scale 0 is the no-effect control and ±100 the full control effect
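Reconstituted *E. coli* holoenzyme (0.35 nM Pol III, 1 nM beta, 154 nM SSB, 2 nM primase) was preincubated with compound for 15 min at RT. Synthesis on 1.4 nM ssM13Gori ran 35 min, then was stopped with PicoGreen/EDTA and read as dsDNA fluorescence.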
BRCT PPI red: qHTS Assay for Inhibitors of BRCT-Phosphoprotein Interaction (Red Fluorophore). Breast cancer type 1 susceptibility protein (Homo sapiens), P38398. BRCT-phosphopeptide binding, red fluorescence polarization. Potency, µM (doses to about 76.9 µM), without a hit: top-dose activity change, negative = inhibition, hits mostly inhibitors. actives 0.03% (n = 75,000). AID 892, 2007; further: on the % scale 0 is the no-effect control and ±100 the full control effect
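Fluorescence polarization: 100 nM His-tagged BRCA1 BRCT with 100 nM TAMRA-labelled phospho-BACH1 decapeptide, phosphate buffer pH 7.3 with 150 mM NaCl, DTT, 0.01% Tween 20; 12 min RT. Binding inhibition seen as FP decrease.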
BRCT PPI green: qHTS Assay for Inhibitors of BRCT-Phosphoprotein Interaction (Green Fluorophore). Breast cancer type 1 susceptibility protein (Homo sapiens), P38398. BRCA1 BRCT-phosphopeptide binding, green fluorescence polarization. Potency, µM (titrated, usually from 76.9 µM), without a hit: top-dose activity change, negative = inhibition, most hits filed as inhibitors. actives 0.05% (n = 75,000). AID 875, 2007;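 further: potency means the concentration at half of the fitted maximal effect; plate controls were peptide without protein for full effect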
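Fluorescence polarization: His-tagged BRCT (~35 kDa BRCA1 C-terminus, 250 nM) bound to 100 nM fluorescein-labeled phosphorylated 10-aa BACH1 peptide, pH 7.3 phosphate buffer with DTT and Tween 20. Compounds incubated 12 min at room temperature; inhibition read as lowered polarization.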
UbGFP stabilizer: Ubiquitin-GFP Assay; Potency, µM (doses to about 45.9 µM), inactives show at the top dose activation (GFP accumulation), actives largely listed as activators; 67,000 tested, under 10 active; Ubiquitin-GFP reporter cells, proteasome inhibition, GFP fluorescence; response scale: untreated = 0%, 10 µM MG-132 = 100%; AID 526, 2006; active means well fitted activation curve with a large enough effect, not every such curve was filed as active; inconclusive means small, poorly fitted or top-dose-only effect, or another doubt; inactive means no such curve, though single readings can be large or run the other way; further: potency means the concentration at half of the fitted maximal effect
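U2OS cells stably expressing ubiquitin(G76V)-GFP, seeded overnight in 0.5% FBS medium, were exposed to compounds (qHTS, 46 uM to 2.9 nM) for 4 hr at 37 °C. GFP-positive cells were counted by laser cytometry (488 ex/515 em), normalized between basal and 10 uM MG-132.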
GFP derepression: qHTS Assay for Epigenetic Modulators. mouse C127i GFP locus derepression, cytometry, 30 h. Potency, µM (titrated, usually from 46.1 µM), without a hit: top-dose GFP derepression (activation). actives 0.09% (n = 68,000); further: % of control where 0% means no effect
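Read-out is the number of GFP-positive cells, scored as fluorescent objects 20 to 120 um wide, reflecting derepression of a silenced CMV-GFP reporter in murine C127i cells after 30 h compound exposure at 37 C.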
ALOX15 inhib: qHTS Assay for Inhibitors of 15-hLO (15-human lipoxygenase); Potency, µM (titrated, usually from 57.1 µM), for the others: top-dose activity change, negative = inhibition, actives largely listed as inhibitors; purified 15hLO-1, xylenol orange hydroperoxide absorbance; Polyunsaturated fatty acid lipoxygenase ALOX15 (Homo sapiens), P16050; actives 1.4% (n = 74,000); AID 887, 2007; further: potency means the concentration at half of the fitted maximal effect; on the % scale 0 is the no-effect control and ±100 the full control effect; nearly all actives have a fitted effect of over 55% in size
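Purified human 15hLO-1 (40 nM final) in 25 mM Hepes pH 7.5, 0.01% Triton X-100 was preincubated with compound 15 min at room temperature, then reacted 6 min with 50 uM arachidonic acid; hydroperoxide detected by Fe-XO, 573/405 nm absorbance ratio.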
CRE Fsk mod: Cell signaling CRE-BLA (Fsk stim). actives 2.5% (n = 71,000). AID 662, 2007. Potency, µM (highest dose often 38.2 µM), for inactives: at the highest dose activity change, negative = inhibition, most hits filed as activators. CHO CRE-bla reporter (cAMP response element driving beta-lactamase), forskolin EC10, beta-lactamase ratio; active means well fitted activation curve with a large enough effect in the signal ratio, with a control signal flat, not every such curve was filed as active; inconclusive means small, poorly fitted or top-dose-only effect, or effect the other way, or a change in a side signal; the % refers to the signal ratio; further: potency means the concentration at half of the fitted maximal effect; % of control where 0% means no effect
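qHTS titration format; CRE-bla CHO reporter; stimulus EC10 NKH 477, a water-soluble forskolin. Read: CCF4 460/530 nm ratio. Potency expressed as AC50 for activators or inhibitors.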
An asterisk follows results filed as active; i = inactive; ? = inconclusive; . = not tested or not shown; [ ] = dose if it differs, or a comment. Unless noted, the call rests on the fitted dose curve; in most records, active means well fitted curve in the direction sought with a large enough effect; inconclusive means small, poorly fitted or top-dose-only effect, or another doubt; inactive means no such curve, though single readings can be large; an effect the other way counts as inactive or inconclusive.

Molecule,A350 autofl,Hsp90 Hop PPI,HBB splicing,4-MU autofl,Pol III holo inh,BRCT PPI red,BRCT PPI green,UbGFP stabilizer,GFP derepression,ALOX15 inhib,CRE Fsk mod
COc1cc(C(=O)Nc2nnc(-c3sccc3C)s2)cc(OC)c1OC,?,-14%,-1.2%,i,-3%,-3.9%,-0.6%,1%,7%,20µM*,?
CCOc1cc(-c2nc(-c3ccncc3)no2)cc(OCC)c1OCC,.,1%,-0.4%,.,-1%,0.1%,-1.2%,7%,5%,6%,8%
C=CCn1c(=O)c2c(C)c(C)sc2n2c(Nc3ccc(OC)cc3)nnc12,i,-14%,-1.0%,i,-8%,1.5%,-0.8%,0%,0%,-9%,4%
CCOc1ccc(-c2noc(COC)n2)cc1OC,?,1%,0.4%,?,-2%,-1.1%,0.9%,-6%,-4%,0%,18%
O=C(NC1CCCCCCC1)C1CCN(S(=O)(=O)N2CCCC2)CC1,i,-9%,-1.7%,i,-7%,1.0%,0.6%,-7%,3%,4%,?
O=C(CSc1nnc(CNC(=O)c2cccs2)o1)NC1CCCC1,i,-3%,-1.0%,i,0%,-0.1%,-2.2%,3%,4%,2%,-7%
CN1C[C@H](C(=O)N[C@]2(C)O[C@@]3(O)[C@H]4CCCN4C(=O)[C@@H](Cc4ccccc4)N3C2=O)C[C@H]2c3cccc4[nH]cc(c34)C[C@@H]21,i,-4%,.,i,-5%,.,.,1%,7%[9.22 µM],.,?
COC(=O)[C@@]1(Cc2ccc(OC)cc2)[C@H]2c3cc(C(=O)N(C)C)n(Cc4ccc(C)o4)c3C[C@H]2CN1C(=O)c1ccccc1,.,-6%,-0.6%,.,10%,-0.2%,2.4%,.,.,.,-20%
O=C(CNC(=O)c1cccs1)OCC(=O)c1cccs1,i,-4%,.,i,2%,-0.4%,-1.1%,0%,-2%,3%,4%
COC(=O)[C@@]1(Cc2ccc(OC)cc2)[C@H]2c3cc(C(=O)N(C)C)n(Cc4ccc(C)c(F)c4F)c3C[C@H]2CN1C(=O)c1ccccc1,.,-17%,0.0%,.,-4%,-2.0%,-2.8%,.,.,.,20µM*
COc1ccc(CCNC(=O)C2CCN(S(=O)(=O)N3CCCCC3)CC2)cc1OC,?,-5%,-1.5%[57.5 µM],?,2%,2.5%,-1.8%,-2%,0%,0%,-4%
O=c1c(O)c(-c2ccc(O)cc2)oc2ccc(O)cc12,5.6e-08M*,-1%,.,5.6e-08M*,-5%,-0.5%,-7.4%,-3%,-4%[9.22 µM],-1%[25.6 µM],22%
CCOC(=O)CSc1nnc(-c2nnc(SCC(=O)OCC)n2CC)n1CC,?,-4%,2.3%[1.84 µM],?,3%,-1.8%,-1.5%,-4%,0%,-16%,?
C1CCOC1,.,-2%,-0.9%,.,-3%,-0.7%,0.9%,.,.,-1%,-11%
O=C(Nc1ccccc1F)c1ccncc1,i,-2%,-0.4%,i,-1%,-0.7%,-2.7%,-5%,2%,11%,?
N#Cc1cc2ccccc2nc1SCC(=O)Nc1ccccc1N1CCOCC1,i,0%,0.4%[57.5 µM],i,-8%,-0.9%,0.5%,-2%,16%,1%,5%
CCOc1ccc(-c2nnc(-c3snc(-c4ccc(F)cc4)c3N=CN(C)C)o2)cc1,4.5e-07M*,8%,0.1%,4e-07M*,-2%,-0.4%,-1.4%,1%,-4%,-1%,14%
CCOC(=O)COc1ccc2c(c1)c(C(=O)OCC)c(C)n2CC,i,8%,-0.3%,i,-3%,-0.2%,-0.2%,-6%,-1%,-4%,?
O=C(Nc1ccccc1C(F)(F)F)C1CC(=O)N(c2ccccc2F)C1 (configuration not stated),i,-4%,-2.4%,i,-3%,-0.7%,0.1%,-2%,2%,11%,?
COCCNc1nc(C)nc2c1nc(-c1ccccc1)n2CC1CCN(C)CC1,.,-2%,0.0%,.,-3%,-2.2%,-3.1%,12%,.,8%,-1%
Cn1c(=O)c(C(=O)NC2CCCCCCC2)c(O)c2ccccc21,.,9%,1.9%[9.22 µM],.,-2%,0.4%,-1.7%,12%,-2%,9%,?
COCCOC(=O)c1[nH]c2c(c1C)C(=O)CC(c1ccccc1)C2 (configuration not stated),i,-4%,-4.7%,i,4%,0.1%,-2.3%,1%,3%,-9%,?
COc1ccc(C)cc1S(=O)(=O)N(C)CC(=O)NCc1ccco1,i,-4%,1.9%,i,-6%,0.6%,-0.4%,4%,0%,3%,?
O=C(c1cccnc1)N1CCCc2ccccc21,.,-6%[11 µM],-2.5%[0.0738 µM],.,4%[11.4 µM],-1.6%,-1.1%,-10%[9.17 µM],-2%,-5%[11.4 µM],?
CCOCCCn1c(C)nc2c(c1=O)c1nc3ccccc3nc1n2CCC1=CCCCC1,4.6e-07M*,0%,0.2%,4.2e-07M*,-11%,-3.0%,-4.8%,10%,-3%,25µM*,?
CCOc1ccc(C(=O)Nn2cnnc2)cc1,.,-1%,-1.2%[9.22 µM],.,-1%,0.9%,-5.1%,1%,2%,4%,-3%
COc1ccc(Cl)cc1NC(=O)c1oc(C)nc1C,?,-5%,4.6%[1.84 µM],1.5e-08M*,-1%,-1.1%,0.6%,7%,-4%,-15%,15%
COc1ccc(NC(=O)c2cc(Cl)ccc2NC(=O)c2ccco2)c(OC)c1,i,0%,.,i,4%,0.1%,-3.1%,1%,1%,-15%,21%
S=c1[nH]nc(-c2ccccc2)n1CC1CCCO1 (configuration not stated),i,-5%,-3.7%,i,2%,0.5%,-1.3%,6%,-3%,2%,-8%
COC(=O)[C@H](CCSC)NC(=O)Nc1ccc(C)c(C)c1,3.1e-08M*,5%,-1.3%[57.5 µM],2e-08M*,4%,0.1%,-0.8%,-5%,-2%,2%,8%
CC1(C)S[C@@H]2[C@H](C(=O)O)N=C(Cc3ccccc3)N2[C@H]1C(=O)O,i,-7%[11 µM],0.7%[9.22 µM],i,-12%[11.4 µM],-0.4%[15.4 µM],-1.2%[15.4 µM],3%[9.17 µM],0%[9.22 µM],63%[activator][11.4 µM],-3%[7.6 µM]
CCOc1ccc(C2c3c(oc4ccccc4c3=O)C(=O)N2c2ccccn2)cc1OC (configuration not stated),.,-2%,1.4%,.,4%,0.9%,-0.9%,3%,7%,4%,8%
O=CNc1ncn[nH]1,i,-1%[11 µM],1.5%[9.22 µM],i,-9%[11.4 µM],0.6%[15.4 µM],-2.8%[15.4 µM],-2%[9.17 µM],9%[9.22 µM],-7%[11.4 µM],0%[7.6 µM]
CCOC(=O)N1CCN(S(=O)(=O)c2ccc3[nH]c(=O)sc3c2)CC1,i,-4%,1.9%,i,-1%,-0.2%,-0.5%,-5%,7%,10%,-5%
Cc1ccc(C)c2[nH]c(=O)c(CN(CC3CCCO3)C(=O)NC3CCCCC3)cc12 (configuration not stated),i,-2%,0.3%[57.5 µM],i,-2%,-0.1%,0.8%,-2%,-2%,-1%,-2%
N#Cc1sc2nc3c(c(-c4ccco4)c2c1N)CCCC3,i,-3%,-2.1%,i,-16%,6.3%,35%[activator],-2%,3%,-29%,?
